MmCpn inh: M. maripaludis TRiC chaperonin inhibition; purified Mm-Cpn ATPase, ADP Transcreener TR-FRET; Potency, µM (series often up to 76.9 µM), for inactives: at the highest dose activity, negative = inhibition, most hits filed as inhibitors; 330,000 tested, 0.031% active; AID 504842; also: potency is read from the fitted curve at half-maximal effect; % is scaled to controls: 0 for no effect and ±100 for the full control effect; nearly all actives have a fitted effect of over 80% in size
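25 nM Mm-CPN + cpd, 10 min 37°C; + 10 uM ATP, 30 min 37°C; buffer 30 mM Tris pH 7.4, 100 mM KCl, 5 mM MgCl2, 1 mM DTT; Transcreener ADP HTRF detection 30 min RT.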
aSyn rescue: inhibitors of alpha-synuclein toxicity in yeast | Yeast expressing alpha-synuclein, growth rescue, BacTiter-Glo, 24 h | Potency, µM (titrated, usually from 46.1 µM), inactives show at the highest dose growth rescue (activation), hits mostly activators | 370,000 tested, 0.14% active; also: potency is read from the fitted curve at half-maximal effect; % of control where 0% means no effect; nearly all actives have a fitted effect of over 65% in size
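Rescue of yeast growth: cells expressing toxic alpha-synuclein, induced in galactose at OD600 0.02, incubated with compound 24 h at 30 C. ATP luminescence quantified growth; inhibitors of toxicity appear as activators.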
GLP1R inv ag: inverse agonists of human GLP-1 receptor | P43220 | HEK293 GLP-1R CRE-luciferase, luminescence, 24 h; GLP-1R form is constitutively active | Potency, µM (series often up to 38.3 µM), for the others: at the highest dose activity change, negative = inhibition, usual class: inhibitors | 410,000 tested, 1.6% active | AID 624417; also: potency is read from the fitted curve at half-maximal effect; % is scaled to controls: 0 for no effect and ±100 for the full control effect; nearly all actives have a fitted effect of over 55% in size
Target sequence (P43220 whole entry, looked up): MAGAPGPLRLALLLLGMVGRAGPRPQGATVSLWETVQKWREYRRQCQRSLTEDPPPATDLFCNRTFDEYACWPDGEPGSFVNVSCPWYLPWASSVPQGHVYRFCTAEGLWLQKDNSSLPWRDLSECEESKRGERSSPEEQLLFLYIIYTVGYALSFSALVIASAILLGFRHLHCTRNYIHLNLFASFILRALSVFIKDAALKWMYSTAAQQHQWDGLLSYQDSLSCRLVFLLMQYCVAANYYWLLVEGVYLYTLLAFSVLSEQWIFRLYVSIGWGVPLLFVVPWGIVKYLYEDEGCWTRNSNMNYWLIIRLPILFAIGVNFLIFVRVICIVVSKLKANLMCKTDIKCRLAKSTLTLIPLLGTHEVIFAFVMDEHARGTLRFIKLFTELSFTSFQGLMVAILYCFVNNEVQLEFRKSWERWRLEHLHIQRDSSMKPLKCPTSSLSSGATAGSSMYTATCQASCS
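Constitutively active GLP-1R drives a cAMP-responsive luciferase in stably transfected HEK293 cells; test compounds are added after overnight (12 h) attachment and left 24 hr, and signal loss in luminescence marks inhibition.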
TDP-43 yeast inh: TDP-43 toxicity inhibition in yeast; TDP-43 expressing yeast growth rescue, BacTiter-Glo, 24 h; Potency, µM (series often up to 46.1 µM), without a hit: at the top dose growth rescue (activation), hits mostly activators; 410,000 tested, 1.8% active; AID 652104; also: potency is read from the fitted curve at half-maximal effect; % of control where 0% means no effect; nearly all actives have a fitted effect of over 50% in size
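Yeast expressing TDP-43 (pregrown in raffinose, seeded at OD600=0.02 in galactose medium) exposed to compounds 24 hr at 30 deg C. Growth read by BacTiter-Glo luminescence; rescue of toxicity appears as increased signal.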
Akt phos inh: blocks phosphorylation of Akt | 360,000 tested, 0.32% active | activity change, % for hits at 50 µM | Neuro2A IGF-stimulated pAkt S473 HTRF, 20 min; hits give low values; in the data active = activity change below about -80%; inconclusive = mostly about -51% to -80%; also: % is scaled to controls: 0 for no effect and ±100 for the full control effect
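Neuro2A cells in DMEM with 0.5% FBS, overnight at 37 deg C, given compound at single 50 µM final, then IGF (6 nM final) for 20 min at 37 deg C. Lysed; phospho-Akt Ser473 by HTRF after 24 h, 665/615 ratio.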
GLP1R cytotox: cytotoxic in the GLP-1 receptor inverse agonist counter-screen | 410,000 tested, 0.13% active | Potency, µM (highest dose often 38.3 µM), inactives show top-dose activity change, negative = inhibition, usual class: inhibitors | HEK293 cAMP-luciferase reporter cells, luminescence, 24 h | AID 624418;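 also: loss of luciferase light is scored as toxicity; potency is read from the fitted curve at half-maximal effect; % is scaled to controls: 0 for no effect and ±100 for the full control effect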
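Compound-treated cells are incubated 24 hr at 37 deg C under 5% CO2 after a 12 hour attachment period, then luciferase detection reagent is added and luminescence is measured following 12 min at room temperature; lowered signal indicates toxicity.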
PTHR1 ag: agonists of human PTHR1 parathyroid hormone receptor | Q03431 | HEK293 GP2 PTHR1 cells, GloSensor cAMP luminescence, 1 h | Potency, µM (doses to about 115 µM), for the others: top-dose activation, actives largely listed as activators | 410,000 tested, 0.075% active | AID 743266; also: potency is read from the fitted curve at half-maximal effect; nearly all actives have a fitted effect of over 55% in size; some results filed as inactive show a strong effect at the top dose; inactives centre near -15; many of its hits are not listed in these tables
Target sequence (Q03431 whole entry, looked up): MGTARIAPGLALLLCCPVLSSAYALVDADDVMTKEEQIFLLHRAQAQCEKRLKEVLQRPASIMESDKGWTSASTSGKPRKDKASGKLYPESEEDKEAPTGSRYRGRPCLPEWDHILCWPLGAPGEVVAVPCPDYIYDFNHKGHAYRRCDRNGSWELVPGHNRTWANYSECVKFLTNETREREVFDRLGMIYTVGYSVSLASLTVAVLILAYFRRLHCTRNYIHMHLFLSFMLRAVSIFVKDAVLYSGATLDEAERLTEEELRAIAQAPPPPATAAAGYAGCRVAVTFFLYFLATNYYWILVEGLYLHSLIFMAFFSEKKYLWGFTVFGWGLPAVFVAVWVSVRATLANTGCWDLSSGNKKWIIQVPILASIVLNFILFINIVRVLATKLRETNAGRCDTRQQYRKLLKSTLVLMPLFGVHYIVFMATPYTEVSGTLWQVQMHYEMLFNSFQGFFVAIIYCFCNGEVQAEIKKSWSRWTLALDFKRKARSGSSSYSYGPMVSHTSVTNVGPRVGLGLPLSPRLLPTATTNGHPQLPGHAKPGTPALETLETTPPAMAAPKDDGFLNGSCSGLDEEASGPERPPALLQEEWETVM
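HEK-293-derived GP2 cells expressing PTHR1 and a GloSensor cAMP reporter, 3,000/well, plated overnight, given luciferin plus IBMX (each 0.5 mM as added) for 1 h at 37 °C, then compound for 1 h at 37 °C. Luminescence was read after 15 min at room temperature.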
FUS yeast rescue: suppressors of FUS proteinopathy in yeast | S. cerevisiae FUS-expressing, growth rescue, OD600, 24 h | 390,000 tested, 0.24% active | Potency, µM (highest dose often 76.6 µM), for the others: at the top dose growth rescue (activation), hits mostly activators | AID 1347120;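 also: potency is read from the fitted curve at half-maximal effect; plate controls were DMSO vehicle for no effect and reference control for full effect; nearly all actives have a fitted effect of over 55% in size; some results filed as inactive show a strong effect at the top dose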
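Yeast FUS proteinopathy model; galactose-induced FUS (2%), starting OD 0.005. Cpds in dilution series, 24hr, 30C, 99% humidity. Abs 600 nm growth. Pos ctrl CP55940 (top 92uM final); neg ctrl DMSO.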
Abeta rescue: restores growth of yeast expressing A-beta42 peptide; yeast expressing A-beta42, growth rescue, OD600, 48 h; response scale: 0% DMSO, 100% iron-clioquinol control; Potency, µM (doses to about 46.1 µM), inactives show top-dose growth rescue, most hits filed as activators; 410,000 tested, 0.063% active; AID 1347071; also: potency is read from the fitted curve at half-maximal effect; nearly all actives have a fitted effect of over 55% in size
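Yeast growth medium received pinned compounds, then yeast cells expressing toxic A-beta were added; plates incubated at 30 C for 48 hr. Growth read as absorbance at 600 nm, normalized to DMSO and equimolar FeCl3 plus clioquinol controls.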
* hit, by the source's call; i = inactive; ? = inconclusive; · = no result given; [ ] = dose if it differs, or a comment. Unless noted, calls follow the shape of the dose curve; as a rule, active = well fitted curve in the direction sought with a large enough effect; inconclusive = small, poorly fitted or top-dose-only effect, or another doubt; inactive = no such curve, though single readings can be large; an effect the other way counts as inactive or inconclusive. The list is partial; count on the stated rates, not on these rows.

SMILES	MmCpn inh	aSyn rescue	GLP1R inv ag	TDP-43 yeast inh	Akt phos inh	GLP1R cytotox	PTHR1 ag	FUS yeast rescue	Abeta rescue
Cc1nn2c(-c3cccc(NC(=O)CSc4nc5ccccc5o4)c3)nnc2c2ccccc12	-4.2%	3.3%	?	-10.1%	i	?	i	?	-3.8%
Nc1nc(N)c2sc3nc(C(F)(F)F)cc(C(F)(F)F)c3c2n1	-3.3%	12.5%	0.0%	?	i	-1.2%	i	35.5%	-15.3%
Cc1ccc(-n2c(C)cc(/C=C3\NC(=O)NC3=O)c2C)c(C)c1	-1.1%	-4.3%	64.7%[activator]	0.0%	i	-5.3%	-27.3%	?	17.5%
CN(C)c1ccc(/C=N/NC(=O)CNC(=O)/C=C/c2ccco2)cc1	-1.7%	-5.9%	1.9%	-19.4%	i	4.0%	i	26.1%	-23.7%
COc1ccc(NC(=O)CN2CCN(c3c(C)cc(C)cc3C)CC2)cc1	-0.8%	5.0%	?	6.8%	i	7.1%	-23.4%	1.5%	-0.6%
CC1(C)C2CC[C@]3(C)C(CC=C4[C@@H]5C[C@@](C)(CO)[C@@H](O)C[C@]5(C(=O)O)CC[C@]43C)[C@@]2(C)CC[C@@H]1O (some centres not stated)	·	13.6%	62.2%[activator]	-6.9%	i	-2.5%	6.3%	-7.4%	-13.6%
O=C(CN1C2=NCCN2c2ccccc21)C12CC3CC(CC(C3)C1)C2	-0.5%	0.3%	?	3.0%	i	?	-5.0%	3.0%	-2.2%
CCN(CC)C(=O)[C@H]1CC(CC(=O)NCCc2ccccn2)C(=O)N2CCc3c([nH]c4ccccc34)[C@]12C (some centres not stated)	2.4%	-0.2%	0.4%	-1.5%	i	3.2%	-19.8%	-7.1%	0.0%
CC(C)c1ccc(C(=O)NNC(=O)c2n[nH]c(=O)c3ccccc23)cc1	0.3%	0.6%	18.6%	11.4%	i	-12.2%	i	-11.2%	1.6%
CSCc1ccc(C(=O)NCc2ccccc2)cc1	-0.8%	-5.7%	-7.7%	0.0%	i	-12.3%	-5.8%	·	-2.6%
CCC(C)Sc1oc(-c2ccco2)nc1S(=O)(=O)c1ccc(C)cc1 (configuration not stated)	·	·	?	-1.9%	·	10.3%	-33.2%	32.7%	-22.4%
Clc1ccc(/C=N/c2c(-c3ccc(Cl)cc3)nc3n2CCS3)cc1	3.2%	-5.4%	1.8%	-16.9%	i	-7.0%	i	?	-4.4%
COc1ccc(C(=O)NCC2(c3ccccc3)CCCC2)c(OC)c1	0.7%	5.0%	3.16µM*	13.3%	i	3.7%	-5.9%	40.7%	1.4%
COc1ccc2sc(N(Cc3cccnc3)C(=O)CCc3ccccc3)nc2c1	·	·	-27.0%	8.7%	·	2.6%	-74.6%[inhibitor]	?	-4.5%
O=C(CSc1n[nH]c(-c2ccccc2)n1)NC1CCCCC1	-5.0%	0.0%	-27.8%	5.4%	i	-9.6%	-14.3%	26.2%	-10.9%
COc1cc(CCCN2C(N)=NC[C@H]2Cc2ccc(O)cc2)cc(OC)c1OC	-1.0%	-3.0%	15.7%	14.4%	i	-1.5%	-17.6%	9.2%	4.0%
CC12CN3CC(C)(CN(C1)C3c1ccccc1)C2O (configuration not stated)	0.9%	0.1%	-8.7%	5.9%	i	-1.6%	i	-6.1%	-1.6%
C=CCn1c(SCC(=O)c2c(N)n(C3CC3)c(=O)[nH]c2=O)nnc1-c1ccoc1C	0.1%	2.4%	5.0%	12.0%	i	-10.5%	i	·	2.4%
O=C(NCc1cccnc1)c1cccn1-c1ncc(C(F)(F)F)cc1Cl	-9.5%	-5.5%	-14.7%[7.66 µM]	12.3%[9.22 µM]	i	-8.9%[7.66 µM]	i	2.3%	-0.1%
O=C1c2ccccc2C(O)(c2ccccc2)N1CCc1ccccc1 (configuration not stated)	2.0%	7.6%	?	15.2%	i	-24.3%	i	22.0%	-15.8%
CC(C)CN(C(=O)CSc1nc(-c2ccccc2)cn1N)c1c(N)n(Cc2ccccc2)c(=O)[nH]c1=O	-0.1%	-1.3%	18.7%	11.7%	i	19.4%	i	?	10.3%
C/C(=N/NC(=O)c1ccccn1)c1ccco1	-1.2%	-18.5%	-0.1%	-15.2%	i	-14.2%	-5.4%	-12.2%	-11.4%
CC(C)(C)c1ccc(C(=O)NCCC(=O)NC2=NCCS2)cc1	2.7%	-5.7%	-11.6%	-14.2%	i	0.1%	13.7%	-13.3%	-12.9%
Cn1c(=O)c2c(nc(Cl)n2CCOc2ccccc2)n(C)c1=O	2.4%	-5.9%	6.7%	-0.9%	i	-4.1%	-23.6%	15.0%	-13.2%
CCCCOc1ccc(C(=O)Nc2cccc(-c3nc4cccnc4s3)c2)cc1	·	·	-5.8%	12.8%	·	13.0%	-7.4%	-9.4%	23.0%
NC(=O)C1(C(N)=O)OC1c1ccccc1 (configuration not stated)	2.1%	-0.8%	16.4%	13.5%	i	-0.5%	i	-23.5%	8.0%
COc1cccc(C(C(=O)NC2CCCCC2)N(C(=O)c2cccs2)c2ccc3c(c2)OCO3)c1 (configuration not stated)	1.8%	-4.7%	?	1.5%	i	-1.0%	-10.2%	5.7%	-8.8%
OCC[C@H]1C[C@@H](O)[C@H](O)[C@@]2(CCCCO2)O1	·	-1.3%	22.5%	20.6%	i	-1.7%	-20.9%	-34.2%	11.5%
CCOc1ccc2c(c1)c(=O)c(S(=O)(=O)c1ccc(C)cc1)cn2CC(=O)Nc1ccc(C)cc1	·	·	5.1%	5.5%	·	2.6%	-97.1%[inhibitor]	6.0%	-11.1%
O=C(CNS(=O)(=O)c1ccccc1)NCc1ccccn1	-0.7%	-3.0%	-1.2%	-25.6%	i	9.1%	17.5%[57.5 µM]	5.8%	-13.9%
O=C(NC1CCCCC1)c1cc(C(=O)c2ccccc2Br)c[nH]1	0.2%	3.0%	-5.1%	22.5%	i	-2.2%	i	-21.2%	3.8%
O=C1NN=C(c2ccccc2)C1Cc1ccccc1 (configuration not stated)	·	-1.1%	-3.1%	21.1%	i	-5.7%	i	·	9.4%
O=c1cc(-c2ccc(Cl)c(Cl)c2)[nH][nH]1	·	?	17.7%	11.4%	i	-3.2%	i	8.8%	17.4%
Cc1ccc(CSC2=Nc3ccccc3C3=NC(CC(=O)NCc4ccco4)C(=O)N23)cc1 (configuration not stated)	-12.4%	-6.1%	7.5%	7.6%	i	-6.1%	-0.6%	36.4%	9.1%
Cc1ccc(-n2c(SCC(=O)N3CC(=O)Nc4ccccc43)nc3ccccc3c2=O)cc1C	-16.4%	-3.2%	-8.1%	?	i	-21.2%	-32.1%[inhibitor]	22.1%	11.2%
CCN1C(=O)N[C@@H](c2ccccc2)C(C(=O)OC)=C1C	·	0.7%	-13.2%	0.1%	i	3.3%	-22.0%	12.4%	0.0%
CCOC(=O)c1sc2nc(C)n(CC(=O)Nc3cccc(Cl)c3)c(=O)c2c1C	·	·	-8.1%	28.3%	·	-7.2%	i	2.1%	-18.1%
Cc1cccc(N(Cc2cc(=O)[nH]c3ccccc23)C(=O)CCl)c1	-13.8%	-3.5%	2.51µM*	-10.9%	i	-17.0%	-41.4%[inhibitor]	-1.5%	7.2%
COc1ccccc1CNC(=O)c1ccc2c(c1)CCN2S(=O)(=O)c1ccc(Cl)cc1	·	·	-14.5%	6.4%	·	-12.4%	i	32.4%	-5.7%
CC(C)(C)NC(=O)CN(C(=O)CNS(=O)(=O)c1ccccc1)c1ccc2c(c1)OCCO2	-1.2%	4.2%	0.0%	-9.4%	i	-14.6%	-6.8%[57.5 µM]	29.7%	10.9%
CN(C)C(CNC(=O)C1CCN(S(=O)(=O)c2cc(Cl)ccc2Cl)CC1)Cc1ccccc1 (configuration not stated)	·	-2.1%	-16.3%	5.6%	i	18.7%	-7.6%	-5.9%	3.7%
CCOc1ccc(NS(=O)(=O)c2ccc(C(=O)NCCCN3CCOCC3)cc2)cc1	2.4%	-6.3%	-12.3%	-11.6%	i	9.0%	i	12.6%	-1.3%
CC(=O)Nc1ccc(-c2csc(NC(=O)Nc3ccccc3)n2)cc1	1.6%	0.1%	?	24.4%	i	?	-95.4%[inhibitor]	-25.1%	27.3%
CC(=O)OC1CCC2(C)C(CCC3C2CC(=O)C2(C)C3CC(C(C(C)=O)C(C)=O)C2C(C)=O)C1 (configuration not stated)	·	0.5%	0.7%	8.4%	i	-7.1%	-11.6%	19.6%	0.3%
COC(=O)CC1C(=O)NCCN1C(=S)Nc1ccccc1Cl (configuration not stated)	2.6%	-5.8%	11.4%	18.0%	i	2.3%	i	-12.3%	2.2%
CC(CN1CCOCC1)OC(=O)C1COc2ccccc2O1 (configuration not stated)	-3.8%	3.9%	13.9%	-2.5%	i	21.1%	i	-6.5%	5.0%
COc1ccc(CCNC(=O)CSc2nc(N)c3c(C)c(C)oc3n2)cc1OC	1.6%	-11.4%	41.8%[activator]	5.8%	i	-11.9%	12.0%[57.5 µM]	7.7%	-0.9%
